# Assay outcomes as filed in PubChem BioAssay.
# HIV RNase H inh – blocks HIV-1 RNase H cleavage of RNA/DNA duplex; P04585; RT-RNase H RNA/DNA duplex cleavage, fluorescence; inhibition, % at 10 µM; 65,000 compounds, 1.9% hits; AID 565; in the data active = inhibition above about 50%
# RmlC RmlD mix – mixture blocks RmlC and RmlD coupled enzyme activity; RmlC/RmlD coupled enzyme inhibition, 384-well mixture HTS; inhibition, % at 5.5 µM; 110,000 compounds, 0.39% hits; AID 1532; in the data active = inhibition above about 30%, passing the limit was not always enough; inconclusive = no clear call, values can overlap the other calls; note: strong numbers were not always called active
# Active calls of the source: *; ? = inconclusive; . = no result given. Only part of the results is shown (hit frequency here may not be typical).
SMILES,HIV RNase H inh,RmlC RmlD mix
CCCCCc1cc(=O)oc2c(C(CCN3CCCC(C)C3)c3ccc(N(C)C)cc3)c(OC)cc(OC)c12 (centres undefined),.,5.1
OCn1ncn(-c2ccccc2)c1=S,9.4,-5.0
CCOC(=O)c1nn(-c2ccccc2)c(=O)cc1SC(C)CC (centres undefined),.,-5.1
Cc1oc(C)c(C(=O)NCCCC(=O)O)c1C(=O)NCCCC(=O)O,-28.6,-20.4
Cc1ccc(-n2nnnc2SCCNS(=O)(=O)c2ccccc2)cc1C,-69.6,-2.9
COc1ccc(CC(=O)OCc2cc3cccc(C)c3[nH]c2=O)cc1,-8.4,-13.4
CC(C)(C)n1nc2c(c1NC(=O)COc1ccc3ccccc3c1)CS(=O)C2 (centres undefined),-0.7,.
CC1Cc2ccccc2N1C(=O)COC(=O)C1=COCCO1 (centres undefined),-1.0,.
CCC(=O)N(CCC(c1ccccc1)c1ccco1)Cc1cccs1 (centres undefined),.,11.8
c1ccc(-n2nnnc2Oc2cccc3cccnc23)cc1,-53.9,-5.7
COC(=O)C1=C(C(=O)OC)[C@@H]2N(Cc3ccccc3)c3ccccc3[C@@]23C[C@@H](CO)N(C(=O)NC2CCCC2)C3=N1,.,9.7
COCCNC(=O)CCCCCn1c(=S)[nH]c2ccccc2c1=O,.,-5.2
COc1ccc(C(=O)Nc2ccc3c4c(cccc24)CC3)cc1,.,-8.0
Cc1nc(C(=O)NCc2ccccc2)sc1C1(C)CC(c2cccnc2)=NO1 (centres undefined),.,5.7
Cc1ccsc1C1C2=C(CCCC2=O)Nc2ncnn21 (centres undefined),-8.3,-10.0
COc1ccc(CCNC(=O)c2cnccn2)cc1,-0.6,12.5
Cc1ccc(-c2cc3c(nn2)-c2ccccc2C3=O)cc1,-3.3,.
O=C(O)CP(=O)(c1ccccc1)c1ccccc1,-4.2,-55.3
CCCCC1=CC2=C(c3ccco3)C(=O)C(C)(OC(=O)c3ccc(OC)cc3)C(=O)C2=CN1C1CCCCC1 (centres undefined),.,1.2
COc1ccc(C2=NOC(c3nnc(-c4ccccc4)o3)C2)cc1 (centres undefined),.,-14.7
Nc1ccc(S(=O)(=O)c2ccc(N)cc2)cc1,-20.7,6.5
CS(=O)(=O)N1CCc2cc(C(=O)N3CCCCC3)ccc21,-4.7,-12.6
CCOC(=O)N1CCN(C(=O)CSCC(=O)Nc2nc(-c3ccc(C)cc3)cs2)CC1,.,-10.8
CC(=O)Nc1ccc(S(=O)(=O)NCC(C)NS(=O)(=O)c2ccc(NC(C)=O)cc2)cc1 (centres undefined),-1.6,-1.6
CCC(=O)Nc1cccc(-c2cn3ccsc3n2)c1,-12.8,-3.7
# More structures
SMILES,HIV RNase H inh,RmlC RmlD mix
CCOc1cc(C(=O)N2CCC3(CC2)OCCO3)cc(OCC)c1OCC,-3.6,8.4
CC(C)(C)NC1=CC(=O)OC12CCCCC2,-6.7,2.2
COc1cccc(N2CC(C)Cn3c2nc2c3c(=O)n(CCN3CCOCC3)c(=O)n2C)c1 (centres undefined),-1.8,-6.5
O=C(C1CCN(S(=O)(=O)c2cccc3nsnc23)CC1)N1CCc2ccccc2C1,-46.2,.
CCCCCn1c(=NC(C)=O)c(C#N)cc2c(=O)n3ccccc3nc21,-12.7,.
COc1ccc(-c2nc(-c3ccccc3)c(-c3cccs3)[nH]2)cc1OC,.,-46.7
CCN(CC)CCNC(=O)Cn1c(C)cc2ccccc2c1=O,.,-11.4
O=C(O)c1cccc(Nc2ncnc3c2cnn3-c2ccccc2)c1,.,-16.3
O=C1CC(c2ccccc2)CC2=C1C(c1ccccn1)Nc1ccccc1N2 (centres undefined),.,-7.5
CC(C)Sc1nnc([C@@H]2CCCN2C(=O)OC(C)(C)C)o1,-7.8,-13.8
CCOC(=O)CSC1=C(C#N)C(c2ccccc2C)C2=C(CCCC2=O)N1 (centres undefined),-0.9,9.6
O=C(Cn1cnc2c(oc3ccccc32)c1=O)N1CCN(c2ccccc2)CC1,3.6,.
Cc1nn2c3ccccc3n(Cc3ccccc3)c2nc1=O,.,7.1
Cc1ccc2cccc(S(=O)(=O)N3CCN(c4cccc(Cl)c4)CC3)c2n1,-20.4,-30.1
CCCCC(C(=O)NC1CCCC1)N(Cc1ccco1)C(=O)Cn1nnc(-c2ccc(F)cc2)n1 (centres undefined),.,-18.5
Cc1nc2ncnn2c(C)c1CCC(=O)O,-7.9,-9.7
CN(C)C(=O)COn1c(SCC(=O)N(C)C)nc2ccccc2c1=O,-12.1,-7.6
C[N+]1(C)CCOC(O)(c2ccc(-c3ccc(C4(O)C[N+](C)(C)CCO4)cc3)cc2)C1 (centres undefined),.,1.5
CC(C#N)On1c(SC(C)C#N)nc2ccccc2c1=O (centres undefined),-14.5,-0.5
Cc1ccc(C2(O)CCN3CCCCC32)cc1 (centres undefined),-2.5,8.0
O=C(CN(Cc1ccc(Cl)c(Cl)c1)S(=O)(=O)c1ccccc1)N/N=C\c1ccc2c(c1)OCO2,.,-24.4
O=C1CN(C(=O)COC(=O)C23CC4CC(CC(O)(C4)C2)C3)c2ccccc2N1,-2.1,11.6
Cc1c(C)c2cc(Cl)c(O)c(CN3CCCCC3)c2oc1=O,-6.6,89.8*
CCn1c(SCC(=O)NC2CCCCC2C)nnc1-c1ccc(OC)cc1 (centres undefined),-7.3,-5.5
Cc1nnc(SCC(=O)c2c(N)n(C)c(=O)n(C)c2=O)[nH]c1=O,3.4,0.6
# (list continues)
SMILES,HIV RNase H inh,RmlC RmlD mix
Cc1oc2ccc(NS(=O)(=O)c3ccc(C(C)(C)C)cc3)cc2c1C(=O)Nc1ccccc1,.,-20.1
CC1CCN(C(C(=O)Nc2ccc3c(c2)OCO3)c2ccccc2)CC1 (centres undefined),9.8,7.5
CCn1c(CSCc2ccc(C)cc2)nnc1SCC(=O)NCc1ccccc1,.,-11.0
CN(C)c1ccc(NC(=O)Cn2ncn3c(cc4ccccc43)c2=O)cc1,21.4,6.0
CCCCOC(=O)Cn1c(=O)oc2ccc(C)cc21,-64.7,6.8
CC(C)Sc1n[nH]c2nc3c(c(=O)n12)C1(CCCC1)Cc1ccccc1-3,.,-22.7
O=C(NCCCn1ccnc1)C(Cc1ccc([N+](=O)[O-])cc1)N1C(=O)c2ccccc2C1=O (centres undefined),.,8.8
CCOC(=O)c1ccc2nc(NC(=O)C(C)C)sc2c1,-11.1,-7.7
O=S(c1ccsc1)c1ccsc1,-0.6,5.3
CN(C(=O)c1ccc2c(Cl)c3c(nc2c1)CCC3)c1ccccc1,.,11.6
COc1cccc(C2(O)CCN(C(=O)C3CC3)CC2)c1,-7.1,4.3
CCc1ccc(NC(=O)c2cnn3ccccc23)cc1,.,-1.5
COc1cc2c(cc1O)CC[n+]1cc3c(OC)c(OC)ccc3cc1-2,.,-15.9
COc1ccc(OC)c(NC(=O)C2CCCN(S(=O)(=O)c3c(C)noc3C)C2)c1 (centres undefined),-4.4,5.0
O=C(CSc1nnnn1-c1ccc(O)cc1)Nc1cccc(S(=O)(=O)N2CCCC2)c1,.,5.5
CCOc1ccc(/C=N/NC(=S)Nc2c(C)cccc2C)cc1,.,-9.7
CCCCCc1nc2c(C#N)c(-c3ccc(Cl)cc3)ccn2n1,.,-9.1
COc1ccc2c(c1)cc1n2CCN=C1NCCO,.,12.2
CCc1c(O)cc2n(c1=O)-c1ccccc1C2(C)C,.,18.5
CC12C(=O)N(c3ccccn3)C(=O)C1C1C=CC2C1 (centres undefined),-6.9,-13.5
Cc1ccc2cccc(NC(=S)NC(=O)c3ccnn3C)c2n1,.,-1.3
CC(C)(C)n1nc2c(c1NC(=O)CCCc1ccccc1)CS(=O)C2 (centres undefined),-8.2,6.1
CC1CCN(C2CCN(S(=O)(=O)c3ccc(F)cc3)CC2)CC1,.,-6.4
O=C(OCn1ncc(Cl)c(Cl)c1=O)c1ccc(F)cc1,.,4.2
COC(=O)c1ccc(CSc2nc3c(cnn3-c3ccc(C)cc3)c(=O)[nH]2)o1,-3.8,3.9
# Following part.
SMILES,HIV RNase H inh,RmlC RmlD mix
COc1ccc(/C=C/C(=O)c2ccoc2)cc1,.,-5.2
CCOC(=O)N1CCN(S(=O)(=O)c2ccc3[nH]c(=O)sc3c2)CC1,-10.2,?
CCN(CC)C(=O)C1=C(C)NC(=O)NC1c1c(F)cccc1Cl (centres undefined),-4.7,-6.5
CCS(=O)(=O)N1CCC(C(=O)NCc2ccco2)CC1,-3.7,-7.2
Nc1ccc(CC2SC(=O)NC2=O)cc1 (centres undefined),.,-37.0
C=CCSc1nncn1/N=C/c1ccc(OC)cc1,-2.8,-6.0
CCOC(=O)Nc1ccc2c(c1)N(C(=O)CN1CCN(C)CC1)c1ccccc1S2,0.9,-7.2
COCCn1c(=N)c(C(=O)NCCc2ccccc2)cc2c(=O)n3cccc(C)c3nc21,-19.5,57.5*
Cc1cc(C)nc(NC(=O)c2ccc(C)c([N+](=O)[O-])c2)n1,.,-10.4
CCOC(=O)C1CCN(c2c(NCc3ccc(C(=O)NCCC(C)C)cc3)c(=O)c2=O)CC1,-8.4,-13.6
Cc1occc1-c1nnc(SCC(=O)Nc2ccccc2)n1C(C)c1ccccc1 (centres undefined),-52.6,.
O=C(CSc1nc2ccccc2s1)NCCCN1CCOCC1,-4.6,12.9
Cc1[nH]nc(N=CC2=C(O)CC(C)(C)CC2=O)c1-c1ccccc1,-6.8,-9.1
CC(=O)Nc1ccc(NC(=O)CN(c2ccc(C34CC5CC(CC(C5)C3)C4)cc2)S(C)(=O)=O)cc1,.,-14.2
COC(=O)C1=C(c2cc3ccccc3s2)C[C@@H]2CC[C@H]1N2C(=O)NCc1ccc(F)cc1,.,5.7
Cc1ccc(S(=O)(=O)N(CC(=O)O)Cc2ccccc2F)cc1,-4.0,-10.4
COc1ccc(Cc2nnc(NC(=O)C3CCCO3)s2)cc1 (centres undefined),-9.0,0.8
Cc1cccc(OCC(O)Cn2c(=N)n(CCN3CCOCC3)c3ccccc32)c1 (centres undefined),-30.0,13.1
CCOC(=O)c1[nH]c(C)c(C(=O)N2CCOCC2)c1C,-7.4,-12.9
O=C(CCn1c(=O)oc2ccccc21)Nc1ccccc1,14.5,6.3
COC(=O)c1ccc(-n2nnnc2SCc2nn[nH]n2)cc1,-5.8,11.2
Cn1c(NC(=O)c2ccccc2NC(=O)C(C)(C)C)nc2ccccc21,0.1,-13.9
COc1ccc(-c2ccc(C#N)c(SCC(=O)Nc3sc4c(c3C#N)CCC4)n2)cc1,.,-4.2
CC(C)(C)NC(NC(=O)Cc1ccccc1)C(Cl)(Cl)Cl (centres undefined),.,-9.0
Cc1ccc2cc(CN(CCCO)S(=O)(=O)c3cccc4nsnc34)c(=O)[nH]c2c1C,0.4,7.7

# Some of these compounds in order of length of the SMILES, highest first:
SMILES,HIV RNase H inh,RmlC RmlD mix
COC(=O)C1=C(c2cc3ccccc3s2)C[C@@H]2CC[C@H]1N2C(=O)NCc1ccc(F)cc1,.,5.7
CCOC(=O)C1CCN(c2c(NCc3ccc(C(=O)NCCC(C)C)cc3)c(=O)c2=O)CC1,-8.4,-13.6
Cc1ccc2cc(CN(CCCO)S(=O)(=O)c3cccc4nsnc34)c(=O)[nH]c2c1C,0.4,7.7
COc1ccc(-c2ccc(C#N)c(SCC(=O)Nc3sc4c(c3C#N)CCC4)n2)cc1,.,-4.2
CCOC(=O)Nc1ccc2c(c1)N(C(=O)CN1CCN(C)CC1)c1ccccc1S2,0.9,-7.2
CCOC(=O)N1CCN(S(=O)(=O)c2ccc3[nH]c(=O)sc3c2)CC1,-10.2,?
Cn1c(NC(=O)c2ccccc2NC(=O)C(C)(C)C)nc2ccccc21,0.1,-13.9
CCN(CC)C(=O)C1=C(C)NC(=O)NC1c1c(F)cccc1Cl (centres undefined),-4.7,-6.5
Cc1ccc(S(=O)(=O)N(CC(=O)O)Cc2ccccc2F)cc1,-4.0,-10.4
CC(C)(C)NC(NC(=O)Cc1ccccc1)C(Cl)(Cl)Cl (centres undefined),.,-9.0
CCOC(=O)c1[nH]c(C)c(C(=O)N2CCOCC2)c1C,-7.4,-12.9
COc1ccc(Cc2nnc(NC(=O)C3CCCO3)s2)cc1 (centres undefined),-9.0,0.8
O=C(CCn1c(=O)oc2ccccc21)Nc1ccccc1,14.5,6.3
O=C(CSc1nc2ccccc2s1)NCCCN1CCOCC1,-4.6,12.9
C=CCSc1nncn1/N=C/c1ccc(OC)cc1,-2.8,-6.0
Nc1ccc(CC2SC(=O)NC2=O)cc1 (centres undefined),.,-37.0

# Later entries
SMILES,HIV RNase H inh,RmlC RmlD mix
CCOc1cc(NC(=O)C2CCCCC2)c(OCC)cc1NC(=O)c1ccco1,-4.0,-3.4
O=C(Cn1c(-c2cscn2)nc2ccccc21)Nc1ccc(Cl)cc1,.,7.8
CC1(C)Cc2c(sc3nc4n(c(=N)c23)CCC4)CO1,-6.8,6.4
COC(=O)/C(=C(/F)SCC(C)=O)C(F)(F)F,.,13.2
Cc1ccc(-c2nnn(CC(=O)NC3CCN(Cc4ccccc4)CC3)n2)cc1,.,-6.8
COCCOC(=O)C1=C(C)NC(SCC(=O)NC(C)(C)C)=C(C#N)C1c1ccco1 (centres undefined),3.4,-7.5
CCOCc1cnc(C)nc1NCC(=O)c1c(C)[nH]c2cc(C)ccc12,.,-3.6
O=C(CN(CCc1ccccc1)C(=O)Cn1nnc(-c2cccs2)n1)NCc1ccco1,-2.7,-3.7
CCC1SC2=NC(C)=C(C(=O)OCCOC)C(/C=C/c3ccccc3OC)N2C1=O (centres undefined),.,-6.5
Cc1ccc(-n2ncc3c(=O)n(CC(=O)N4CCCc5ccccc54)cnc32)cc1C,-4.5,10.6
COc1ccc(OC)c(C2N(c3ccc(Cl)cc3)C(=O)C3CCCN32)c1 (centres undefined),-24.8,6.7
CCOC(=O)C1C(c2cccs2)NC(=O)N(C)C1(O)C(F)(F)F (centres undefined),.,-12.7
C=CCNS(=O)(=O)c1ccc2nsnc2c1,20.3,-1.9
O=C(CSc1nc(Cc2ccccc2)nc2ccccc12)Nc1ccc2c(c1)OCCO2,.,-28.2
CC(C)Oc1ccc(/C=N/NC(=O)C(CSCc2ccccc2)NC(=O)c2ccc([N+](=O)[O-])cc2)cc1 (centres undefined),.,-11.4
CCn1nnc(NC(=O)c2ccc(-c3ccc(Cl)cc3)o2)n1,-7.0,20.8
